Screening data as filed in PubChem BioAssay.
CIT2 TOR yeast = yeast TOR pathway CIT2-GFP modulation; actives 0.065% (n = 320,000); S. cerevisiae CIT2-GFP strain, flow cytometry, 3 h; 100 means same as DMSO wells; GFP response vs DMSO, % at 10 µM; AID 2029;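 active = GFP response relative to DMSO above a set limit, near the screen mean plus 3 SD, cut at about 150% in these data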;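 also: ratio of well median GFP fluorescence to mean of DMSO wells on the plate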
AGP1 TOR yeast = modulators of TOR pathway AGP1-GFP in S. cerevisiae | S. cerevisiae AGP1-GFP multiplex flow cytometry, 3 h; GFP as percent of DMSO wells | actives 0.02% (n = 320,000) | GFP response vs DMSO, % at 10 µM;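 active = GFP response relative to DMSO above a set limit, near screen average plus 3 SD, cut at about 150% in these data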;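 also: median GFP channel fluorescence of the gated AGP1 strain per well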
LAP4-GFP MLPCN = alters LAP4-GFP fluorescence in TOR pathway yeast screen; AID 2023; S. cerevisiae LAP4-GFP multiplex, flow cytometry GFP, 3 h; median GFP as percent of DMSO wells; GFP response vs DMSO, % at 10 µM; actives 0.34% (n = 320,000);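 active = GFP response vs DMSO above a set limit, about the screen mean plus 3 SD, cut at about 150% in these data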
Efflux pump inh = blocks antifungal efflux pumps in multiplex yeast assay; S. cerevisiae Candida pump triplex, Nile Red efflux; inhibition, % at 10 µM; actives 0.44% (n = 330,000);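 active = plate passing quality check with inhibition over a set limit, or well fluorescence over plate mean plus 4 SD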;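 also: Nile Red retained in pooled yeast measured as flow cytometry median fluorescence; 0% = buffer negative control and 100% = Enniatin B positive control; higher means more Nile Red kept so more efflux inhibition; some compounds called inactive have numbers as strong as hits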
RPL19A-GFP yeast = alters RPL19A-GFP fluorescence in TOR pathway yeast screen; percent response vs DMSO, % at 10 µM; AID 2025; actives 0.3% (n = 330,000); S. cerevisiae RPL19A-GFP strain, flow cytometry, 3 h; stronger effect = lower value;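 active = percent response vs DMSO below 50%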;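 also: median channel GFP fluorescence of the barcoded RPL19A-GFP strain; ratio of sample median GFP to plate DMSO average so 100% = DMSO; lower means less RPL19A-GFP as with rapamycin TOR inhibition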
MEP2-GFP yeast = modulators of TOR pathway MEP2-GFP in S. cerevisiae | GFP response vs DMSO, % at 10 µM | S. cerevisiae MEP2-GFP strain, flow cytometry GFP, 3 h; 100% = DMSO control level | actives 0.51% (n = 330,000);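 active = GFP response versus DMSO above a set limit, roughly screen mean plus 3 SD, cut at about 180% in these data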;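 also: median GFP fluorescence of the barcode-gated MEP2-GFP cells per well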
AHR act = activates the human aryl hydrocarbon receptor; AHR-responsive luciferase reporter cells, luminescence; activation, % at 5 µM; actives 2.5% (n = 320,000); in the data active = activation above about 47%;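 also: 0% = vehicle wells and 100% = reference agonist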
Target sequence (P35869 whole entry, looked up): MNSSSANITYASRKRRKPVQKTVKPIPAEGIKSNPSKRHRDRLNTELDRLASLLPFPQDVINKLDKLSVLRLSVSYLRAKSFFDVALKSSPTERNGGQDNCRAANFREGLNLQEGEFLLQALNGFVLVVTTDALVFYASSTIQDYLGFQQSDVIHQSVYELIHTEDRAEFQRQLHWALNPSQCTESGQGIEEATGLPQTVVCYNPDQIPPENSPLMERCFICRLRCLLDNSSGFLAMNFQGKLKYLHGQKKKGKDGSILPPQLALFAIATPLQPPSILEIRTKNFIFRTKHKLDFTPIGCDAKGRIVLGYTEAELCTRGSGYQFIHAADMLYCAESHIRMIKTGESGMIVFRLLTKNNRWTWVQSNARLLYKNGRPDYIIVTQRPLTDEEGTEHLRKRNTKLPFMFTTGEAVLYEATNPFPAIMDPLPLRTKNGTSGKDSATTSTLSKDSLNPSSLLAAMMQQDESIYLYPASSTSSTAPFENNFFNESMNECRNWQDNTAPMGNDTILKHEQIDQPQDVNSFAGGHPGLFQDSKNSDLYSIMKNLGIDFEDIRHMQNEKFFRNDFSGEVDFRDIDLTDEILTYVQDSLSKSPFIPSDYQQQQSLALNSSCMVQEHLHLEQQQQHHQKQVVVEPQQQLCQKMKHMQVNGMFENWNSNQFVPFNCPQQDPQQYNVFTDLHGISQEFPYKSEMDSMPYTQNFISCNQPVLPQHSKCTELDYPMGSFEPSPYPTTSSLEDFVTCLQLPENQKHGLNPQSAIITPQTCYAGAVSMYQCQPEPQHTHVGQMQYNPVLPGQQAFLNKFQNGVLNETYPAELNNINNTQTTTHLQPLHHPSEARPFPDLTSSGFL
Yeast superoxide = caloric restriction mimetics inhibiting age-related superoxide in yeast. S. cerevisiae aged cells, superoxide DHE fluorescence; stronger effect = lower value. superoxide response (% of plate mean), % at 10 µM. actives 0.18% (n = 330,000). AID 2690;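 active = superoxide response under a set limit, about three screen SD below normal, cut at about 65% in these data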;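 also: yeast aged for seven days with compound at 30 °C before DHE staining; 100% = average MFI of all compound-treated wells on the plate with controls excluded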
Active calls of the source: *.

structure	CIT2 TOR yeast	AGP1 TOR yeast	LAP4-GFP MLPCN	Efflux pump inh	RPL19A-GFP yeast	MEP2-GFP yeast	AHR act	Yeast superoxide
CC(=O)C1=C(O)C(=O)N(Cc2cccnc2)C1c1ccc(O)cc1 (configuration not stated)	114	108	113	-0.2	105	118	-1	98
O=C(CNC(=O)c1ccc(Br)o1)NC12CC3CC(CC(C3)C1)C2	98	96	98	-0.1	102	98	0	106
O=C(NCCCN1CCOCC1)c1ccc2c(c1)N(Cc1ccccc1)C(=O)c1ccccc1S2	117	115	109	0.1	105	104	1	85
Cc1cc(C)cc(C(=O)NCC(=O)N2CCC3(CC2)NCCc2[nH]cnc23)c1	96	98	92	0.1	96	102	0	125
C=CC[C@@H](CC(=O)OC(C)(C)C)C(=O)OC[C@@H]1CCCN1C(=O)[C@@H](CC=C)CC(=O)N[C@H](CO)Cc1ccccc1	66	95	198*	0.1	83	98	0	90
Cc1cccc2nc(CSC(=N)N)c(Br)n12	104	104	99	0.0	104	94	2	106
Cc1ccc(CNC(=O)c2ccccc2NC(=O)C2=CSCCO2)cc1	100	84	95	0.2	96	103	2	100
COc1cc(/C=N\NC(=O)c2cccnc2)ccc1OC(=O)c1ccccc1Cl	90	91	69	-0.1	106	102	14	123
O=S(=O)(c1cccc(C(F)(F)F)c1)N1CCN(C(=S)NCc2ccco2)CC1	104	103	101	-0.2	100	99	-2	78
NC(=O)c1cc(S(=O)(=O)NCCc2ccc(S(N)(=O)=O)cc2)cs1	112	104	104	-0.1	102	132	0	96
O=C(c1cc(C2CC2)nn1-c1ccccc1)N1CCN(c2ncc(C(F)(F)F)cc2Cl)CC1	96	105	107	0.2	106	105	0	111
COc1ccc(N2C(=O)CC(N(CCc3ccccc3)C(=O)c3ccccc3)C2=O)cc1 (configuration not stated)	101	112	121	0.1	93	98	-3	102
Cn1c(NC(=O)c2ccc(S(=O)(=O)N3CCCCC3)cc2)cc(=O)n(C)c1=O	105	108	97	0.0	101	95	0	95
COc1ccc(/C=C/C(=O)N(C)Cc2cccs2)cc1S(=O)(=O)N1CCOCC1	95	98	106	0.1	99	98	1	96
Cc1ccc(S(=O)(=O)Nc2cc3c(C(=O)O)c(C)oc3c3ccccc23)c(C)c1	106	108	100	-0.1	105	101	15	92
Cc1cc(C)c(C2C(C#N)=C(N)Oc3n[nH]c(C)c32)cc1CN1CCOCC1 (configuration not stated)	100	96	94	-0.2	93	97	1	121
CCNC(=O)COC(=O)CCNC(=O)c1cccc(C)c1	98	104	95	0.0	100	100	2	107
O=C(NC(CO)(CO)CO)[C@@H]1CCCN1S(=O)(=O)c1cccc2cccnc12	122	98	137	-0.1	101	99	-1	86
Cc1cccn2c(=O)c3cc(C(=O)NC4CCCC4)c(=N)n(CCc4ccccc4)c3nc12	100	96	98	0.5	108	110	22	90
COc1ccc2[nH]c(C(=O)O)c(CCN3C(=O)c4ccc(C(=O)O)cc4C3=O)c2c1	99	97	101	0.2	105	119	11	93

Overlap with the part before: 2 entries, followed by the next part.
structure	CIT2 TOR yeast	AGP1 TOR yeast	LAP4-GFP MLPCN	Efflux pump inh	RPL19A-GFP yeast	MEP2-GFP yeast	AHR act	Yeast superoxide
Cc1cccn2c(=O)c3cc(C(=O)NC4CCCC4)c(=N)n(CCc4ccccc4)c3nc12	100	96	98	0.5	108	110	22	90
COc1ccc2[nH]c(C(=O)O)c(CCN3C(=O)c4ccc(C(=O)O)cc4C3=O)c2c1	99	97	101	0.2	105	119	11	93
Nc1nc(SCC(=O)N2CCCC2)[nH]c(=O)c1-c1ccccc1	102	104	105	0.0	104	105	-1	99
COc1ccc(F)cc1C1=CC(=O)C[C@H](c2ccc3c(c2)OCO3)C1	96	99	103	0.0	102	102	86*	82
CN1CCN(C(=O)CCCN2C(=O)/C(=C/c3ccccc3)SC2=S)CC1	88	92	90	1.2	95	91	3	104
Cn1c(=O)c2nc(-c3ccccc3)c(-c3ccccc3)nc2n(C)c1=O	88	101	101	0.3	105	111	1	100
c1ccc(-c2nnc(CSc3ccc4c(c3)OCCO4)o2)cc1	92	95	95	-0.3	100	98	-3	87
CC(C)Cc1nnc(NC(=O)CSc2nc(-c3ccccc3)cc(=O)[nH]2)s1	99	100	101	0.0	102	100	2	111
Cc1ccc[n+](-c2nc([O-])sc2C=O)c1	104	99	97	-0.2	96	104	1	108
Cc1ccc(N2CCN(S(=O)(=O)c3nnc(NC(=O)c4ccco4)s3)CC2)cc1	79	85	88	0.4	88	96	1	112
CCOC(=O)CN1NC2(CCCC(C)C2)NC1=S (configuration not stated)	99	97	100	0.2	99	98	8	94
CN(C)C1=NCCN1CCCC1CCCCC1	106	113	102	0.0	107	103	5	105
COc1ccc(NS(=O)(=O)c2cccc(C(=O)NCC(c3ccc(OC)cc3)N3CCOCC3)c2)cc1 (configuration not stated)	97	109	103	0.1	95	97	3	115
CCCCOC(=O)c1cccc(NC(=O)CCC(=O)O)c1	101	108	107	-0.1	106	111	0	95
CCN(CC(=O)Nc1cccc(OC)c1)c1ncnc2sc(C)c(C)c12	95	102	102	0.1	102	106	-1	98
Cc1ccc(C(=O)CSc2nnc(-c3ccco3)n2CC2CCCO2)cc1 (configuration not stated)	100	102	103	0.0	97	106	0	96
COc1cc(OC)cc(C(=O)NCC(=O)OCC(=O)c2cc(C)n(Cc3ccco3)c2C)c1	101	103	98	-12	103	99	-2	111
O=C(CSc1nnc2c(n1)[nH]c1ccccc12)NCc1ccccc1F	98	101	99	0.0	101	102	4	107
Cc1ccc(-c2nc(C3CCN(S(C)(=O)=O)CC3)no2)cc1	102	95	92	-0.1	94	96	0	98
Nc1nonc1-n1nnc(C(=O)N/N=C/c2ccc3c(c2)OCO3)c1-c1ccccc1	103	102	98	-0.2	102	97	3	102
N#CC1=C(SCC(=O)c2ccc(Br)cc2)NC2=C(C(=O)CCC2)C1c1ccco1 (configuration not stated)	96	101	98	-0.1	97	100	1	93
CCc1ccc(C2CC(=O)N(c3ccc(F)cc3)C3=C2C(=O)OC3)cc1 (configuration not stated)	106	98	84	-0.1	108	101	2	81
C[C@H]1NC(=O)[C@@]2(C)[C@H](c3ccccc3)[C@H]3COc4ccccc4[C@@H]3N2C1=O	86	84	86	-0.5	101	97	1	98
O=C1C2C3CC(C(Br)C3Br)C2C(=O)N1CC1CCCO1 (configuration not stated)	92	105	105	0.1	99	98	-2	110
Cc1ccc(-c2nc(C(=O)O)cs2)cc1	98	101	113	0.0	97	102	0	87
COc1ccc(O)c(/C=N/NC(=O)c2ccc(CSc3nc(C)cc(C)n3)cc2)c1	101	102	109	-0.1	98	110	8	104
COc1cc(Br)c(C(C)NC(=O)c2ccc(C)cc2)cc1OC (configuration not stated)	105	103	107	0.1	103	106	1	115
O=C(Nc1c2c(nn1-c1ccccc1)CS(=O)C2)c1ccc(S(=O)(=O)N2CCOCC2)cc1 (configuration not stated)	100	96	90	0.0	98	104	2	96
O=C(O)CC(NS(=O)(=O)c1c(F)cc(F)cc1Br)c1ccccc1Cl (configuration not stated)	110	105	106	0.0	96	102	1	96
Cc1nn(Cc2ccc(F)cc2)c(C)c1NC(=O)c1cc2ncc(Br)cn2n1	92	102	110	0.0	96	93	-1	96
CC(O)C(NS(=O)(=O)c1ccc(Cl)cc1)C(=O)OCC(=O)Nc1cccnc1Cl (configuration not stated)	106	102	100	-0.5	107	105	2	95
CCOC(=O)c1ccc(S(=O)(=O)NNC(=O)COc2ccccc2C)cc1	105	105	97	0.0	108	106	-1	101
O=C(COC(=O)Cc1ccccc1[N+](=O)[O-])NCc1ccc(Cl)cc1	96	105	106	0.0	102	105	0	80
CC(=O)Nc1ccc(C(=O)OCC(=O)N2CCCC2=O)cc1	80	91	88	0.2	91	88	1	93
CCOc1ccc(N(CC(=O)Nc2ccccc2C)S(=O)(=O)c2c(C)noc2C)cc1	109	107	105	-0.2	105	109	2	97
Cn1c(=O)n(CCC(=O)O)c2ccccc21	88	84	80	0.0	84	78	-1	107
CC(=O)NNS(=O)(=O)c1ccccc1[N+](=O)[O-]	101	97	92	0.0	100	95	-1	118
CN(C)S(=O)(=O)c1ccc(C(=O)Oc2coc(CSc3ncccn3)cc2=O)cc1	107	102	89	-0.1	107	102	-2	102
COc1ccc(CNc2nc3ccccc3n2C)c(O)c1	81	105	96	0.1	104	103	1	96
COc1ccc(CNC(=O)CCSCc2cccc(F)c2)cc1	97	97	98	-0.2	99	107	1	107
CC(=O)c1ccc(N2CCN(C(=O)c3cc(S(=O)(=O)N4CCOCC4)ccc3C)CC2)cc1	97	104	109	0.1	99	104	0	103
CC(=O)Nc1nc(-c2ccc(Cl)cc2)ns1	117	93	109	-0.1	95	104	84*	90
Oc1cc(Cc2ccccc2)cnc1CN1CCCCC1	81	86	98	0.0	98	83	5	106
CC(=O)Nc1cccc(NC(=O)CSc2ccc(C(F)(F)F)cc2[N+](=O)[O-])c1	90	96	94	0.0	98	88	7	104
O=[N+]([O-])c1ccccc1OCCCN1CCOCC1	103	104	108	0.1	99	106	3	86
CC(CCc1ccccc1)NC(=O)CCN1N=C(c2ccccc2)CCC1=O (configuration not stated)	96	107	117	0.0	101	104	-1	89
O=C(CN1C(=O)c2ccccc2C1=O)OCC(=O)c1ccc(F)cc1	101	104	103	-0.1	101	100	-2	109
CN(Cc1nc2ccccc2c(=O)[nH]1)C(=O)c1cccc(S(=O)(=O)N2CCCCCC2)c1	96	99	95	0.0	99	97	-1	116
COc1cc2c(cc1OC)CN(C(=O)CSc1nnc(C)s1)CC2	80	82	88	0.2	83	79	4	110
CCOc1ccc(-n2c(C)cc(/C=N/N(C)C)c2C)cc1	94	105	113	0.0	98	95	3	106
CC1(C(=O)NC2CCCC2)CCC(=O)N1Cc1cccs1 (configuration not stated)	112	95	80	0.0	101	101	0	98
CNc1nc(NCCOC23CC4CC(CC(C4)C2)C3)nc(OCC(F)(F)F)n1	98	96	97	0.2	96	100	0	105
O=C(CCC(=O)N1CCN(S(=O)(=O)c2ccc(Cl)cc2)CC1)NCc1ccccc1	95	94	86	0.0	101	96	3	101
Cc1scc(C(=O)NNC(=S)NCC(C)C)c1C	99	98	92	-0.1	101	101	-2	114
CCCCN(Cc1ccccc1)C(=O)c1cnc2n(c1=O)CCS2	103	98	92	-0.2	95	103	26	99
COc1cccc(N2CCN(C(=O)c3oc4ccccc4c3NC(=O)CCc3cc(OC)no3)CC2)c1	94	99	96	0.0	94	98	0	118
Cc1cc(C)nc(NS(=O)(=O)c2ccc(NC(=O)COc3ccccc3)cc2)n1	105	104	102	0.0	101	104	-2	101
O=C(O)c1cc(O)c2c(c1)[C@@H]([C@H]1c3cc(C(=O)O)cc(O)c3C(=O)c3c(O[C@@H]4O[C@H](CO)[C@@H](O)[C@H](O)[C@H]4O)cccc31)c1cccc(OC3O[C@H](CO)[C@@H](O)[C@H](O)[C@H]3O)c1C2=O (some centres not stated)	80	89	107	0.1	97	99	-3	112
CCOC(=O)CCn1nc(-c2ccccc2)cc1N	92	97	96	0.4	93	94	8	100
CN(CC(=O)Nc1ccc(F)cc1)C(=O)COC(=O)Cc1c(F)cccc1Cl	87	98	97	0.1	92	93	-1	90
Cc1nn(-c2ccccc2)c(C)c1/C=N/NC(=O)c1cc(-c2ccc(Cl)s2)[nH]n1	102	97	104	0.3	96	101	7	109
CCn1c(SCc2nc3ccccc3[nH]2)nnc1-c1ccccc1OC	103	100	99	0.0	98	100	21	89
